Screening results deposited in PubChem BioAssay by several laboratories.
HT1080 cytotoxicity: cytotoxicity in HT1080 fibrosarcoma cells, cell-based, fluorescence readout (AID 620); hit rate 0.42% among 87,000; HT1080 viability, fluorescence; higher % means a stronger effect; cytotoxicity, % at 10 µM, or EC50 in µM where a hit was titrated;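 note: cells exposed to compound overnight then 4 h with Alamar Blue; 0% = vehicle DMSO and 100% = killing control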
Spn MK inh: blocks S. pneumoniae mevalonate kinase. inhibition, % at 10 µM. purified MK, PK/LDH-coupled NADH absorbance 340 nm. hit rate 0.48% among 65,000. AID 555;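 active = ranked among the strongest by inhibition in the single 10 µM screen, a fixed top-ranked set picked for dose follow-up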; note: no value below 0 was filed
Bfl-1 inhibitors: displacement of Bid BH3 peptide from Bfl-1 – biochemical, fluorescence polarization, FITC-Bid, mouse, primary screen (AID 432). hit rate 0.02% among 64,000. displacement, % at 20 µM, or IC50 in µM where a hit was titrated. FITC-Bid BH3 peptide fluorescence polarization displacement; higher % means a stronger effect; in the data active = a potency from the dose series; inactive = the rest, 99 in 100 with displacement below about 15%; note: strong numbers were not always called active
Spn PMK inh: blocks S. pneumoniae phosphomevalonate kinase; inhibition, % at 10 µM; hit rate 0.49% among 65,000; purified PMK, PK/LDH-coupled NADH absorbance 340 nm;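 active = top-ranked compounds by inhibition in the single 10 µM screen, taking a fixed number of the strongest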;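 note: 0% = full reaction with DMSO carrier and 100% = background rate without enzyme reaction; no value below 0 was filed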
KRASV12 cytotoxicity: viability loss of HPDE-C7K cells – cell-based, fluorescence, HTS, primary screen (AID 431); HPDE-C7K KRASV12 cells, Alamar Blue viability, 48 h; higher % means a stronger effect; cytotoxicity, % at 10 µM, or EC50 in µM where a hit was titrated; hit rate 1.7% among 63,000;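 active = compounds whose percent cytotoxicity in the single-dose primary screen, scaled between solvent and toxic-drug controls, exceeds 50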;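 note: 0% = DMSO solvent wells and 100% = doxorubicin-treated wells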
Spn DPM-DC inh: S. pneumoniae DPM-DC inhibition; purified DPM-DC, PK/LDH coupled NADH fluorescence; calls only at 10 µM; hit rate 0.49% among 65,000;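 active = the 320 compounds with the highest percent inhibition in the single-dose primary screen, excluding strongly autofluorescent ones, cut at about 32% in these data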;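 note: kinetic rate of NADH fluorescence loss reporting ADP formed by the decarboxylase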
HPDE-C7 cytotoxicity: HPDE-C7 pancreatic duct cell viability loss – fluorescence, HTS (AID 430) | HPDE-C7 pancreatic duct cells viability, fluorescence; higher % means a stronger effect | cytotoxicity, % at 10 µM, or EC50 in µM where a hit was titrated | hit rate 1.8% among 63,000;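 note: cells exposed to compound for 48 hours before viability readout; 0% = vehicle and 100% = reference cytotoxic drug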
TNAP inhibition: inhibition of tissue-nonspecific alkaline phosphatase – biochemical, luminescent (AID 518); purified TNAP enzyme, luminescent substrate readout; higher % means a stronger effect; inhibition, % at 20 µM, or IC50 in µM where a hit was titrated; hit rate 0.09% among 64,000; in the data active = a potency from the dose series; inactive = the rest, 99 in 100 with inhibition below about 22%;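 note: plate controls were vehicle for no effect and reference inhibitor for full effect; many of its hits are not listed in these tables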
LYP phosphatase: LYP phosphatase inhibitors, primary screen, biochemical, DiFMUP fluorescence, recombinant catalytic domain, 10 µM (AID 606); recombinant LYP catalytic domain, DiFMUP fluorescence; higher % means a stronger effect; one-dose inhibition, % at 10 µM; IC50 in µM for titrated hits; 52,000 tested, under 10 active;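 active = IC50 under 40 µM in the dose-response test; inactive = IC50 of 40 µM or more, or never dose-tested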
Spn PMK inh pilot replicates: recorded beside Spn PMK inh, whose call it bears; inhibition, %; measured here: pilot screen replicates
Spn MK inh pilot replicates: recorded beside Spn MK inh, whose call it bears; inhibition, %; measured here: pilot screen replicates
Spn DPM-DC inh pilot screen %: recorded beside Spn DPM-DC inh, whose call it bears; inhibition, %; measured here: pilot screen trials
The depositor's hits bear a star; i = inactive; x = not tested or not shown. Cut-off read from the data, not from the text of the source, unless noted: active = cytotoxicity above about 50%; inactive = the rest. Compounds were not picked by outcome; 3.4% or so of the library scored in one or more.

Preview, 5 compounds:
SMILES | HT1080 cytotoxicity | Spn MK inh | Bfl-1 inhibitors | Spn PMK inh | KRASV12 cytotoxicity | Spn DPM-DC inh | HPDE-C7 cytotoxicity | TNAP inhibition | LYP phosphatase | others
Cc1noc(C)c1S(=O)(=O)NCCc1ccc(S(N)(=O)=O)cc1 | 0% | 0 | -1% | 15 | 5% | i | -8% | 2% | x
CCSc1nnc2c(n1)OC1(CCCC1)Nc1ccccc1-2 | -3% | 3 | -2% | 6 | -2% | i | -9% | 11% | -6%
COc1ccc(C2C(C#N)=C(/N=C/N3CCN(C)CC3)OC3=C2C(=O)CC(C)(C)C3)cc1 (stereo unspecified) | -9% | 0 | -1% | 7 | -24% | i | -17% | 4% | 10%
Cc1nc2sc(C(c3ccc(Br)cc3)N3CC(C)OC(C)C3)c(O)n2n1 (stereo unspecified) | 6% | 5 | -5% | 10 | -3% | i | 0% | 5% | 14% | Spn PMK inh pilot replicates=0.0;Spn MK inh pilot replicates=0.0;Spn DPM-DC inh pilot screen %=0.0
Cc1ccc(NC2=CC(=O)CC(C)(C)C2)cc1C | 1% | 2 | -6% | 0 | -24% | i | -23% | 9% | -4%

The list itself, from the first entry:
SMILES | HT1080 cytotoxicity | Spn MK inh | Bfl-1 inhibitors | Spn PMK inh | KRASV12 cytotoxicity | Spn DPM-DC inh | HPDE-C7 cytotoxicity | TNAP inhibition | LYP phosphatase | others
Cc1noc(C)c1S(=O)(=O)NCCc1ccc(S(N)(=O)=O)cc1 | 0% | 0 | -1% | 15 | 5% | i | -8% | 2% | x
CCSc1nnc2c(n1)OC1(CCCC1)Nc1ccccc1-2 | -3% | 3 | -2% | 6 | -2% | i | -9% | 11% | -6%
COc1ccc(C2C(C#N)=C(/N=C/N3CCN(C)CC3)OC3=C2C(=O)CC(C)(C)C3)cc1 (stereo unspecified) | -9% | 0 | -1% | 7 | -24% | i | -17% | 4% | 10%
Cc1nc2sc(C(c3ccc(Br)cc3)N3CC(C)OC(C)C3)c(O)n2n1 (stereo unspecified) | 6% | 5 | -5% | 10 | -3% | i | 0% | 5% | 14% | Spn PMK inh pilot replicates=0.0;Spn MK inh pilot replicates=0.0;Spn DPM-DC inh pilot screen %=0.0
Cc1ccc(NC2=CC(=O)CC(C)(C)C2)cc1C | 1% | 2 | -6% | 0 | -24% | i | -23% | 9% | -4%
COc1ccc(C2C(C#N)=C(SC)NC3=C2C(=O)CC(C)(C)C3)cc1 (stereo unspecified) | 2% | 4 | 0% | 3 | -2% | i | -11% | 10% | 3%
C=CCn1c(SCc2cc(=O)n3ccsc3n2)nc2scc(C3CC3)c2c1=O | 4% | 6 | 3% | 2 | 8% | i | 24% | 8% | 12%
Cc1ccc2cc(CN(C(=O)C3CCCO3)C3CCCCC3)c(=O)[nH]c2c1 (stereo unspecified) | -1% | 11 | -4% | 3 | 0% | i | -12% | 13% | x
Cc1nn(CC(=O)N(C)C)c(=O)c2ccccc12 | -2% | 16 | -2% | 8 | 6% | i | -6% | 5% | 8%
Cc1nnc2n1N=CC=C(C(C)(C)C)S2 | -16% | 13 | -1% | 14 | -17% | i | -5% | 15% | 10%
CCCCC(=O)NCCc1cc2ccc(OC)cc2[nH]c1=O | -6% | 3 | -4% | 16 | -5% | i | -21% | 10% | x | Spn PMK inh pilot replicates=1.5;Spn MK inh pilot replicates=0.0;Spn DPM-DC inh pilot screen %=2.5
O=C(Nc1ccc2nsnc2c1)c1ccc2c(c1)OCO2 | 3% | 7 | -9% | 6 | -10% | i | 6% | 11% | 17%
Nc1nnnn1/N=C/c1ccccc1C(F)(F)F | 6% | 0 | -1% | 13 | 0% | i | -1% | 8% | x
CCN1CCN(CC(O)COCc2ccccc2)CC1 (stereo unspecified) | 2% | 0 | -1% | 18 | -3% | i | 4% | 12% | 14%
CCc1cccc(NC(=O)CN(C)S(=O)(=O)c2cccc3nsnc23)c1 | 18% | 0 | -4% | 14 | 5% | i | -4% | 12% | -16% | Spn PMK inh pilot replicates=0.0;Spn MK inh pilot replicates=0.0;Spn DPM-DC inh pilot screen %=0.0
CCOC(=O)c1cnc2c(C#N)c(C)nn2c1C | -1% | 2 | 4% | 12 | 9% | i | -3% | 5% | 9%
O=S(=O)(NC1CCCCC1)c1ccc(S(=O)(=O)N2CCN3CCCC3C2)cc1 (stereo unspecified) | -2% | 5 | -4% | 0 | 1% | i | 1% | 13% | x
O=C(Nc1ccc(S(=O)(=O)N2CCOCC2)cc1)c1cccs1 | 2% | 2 | 1% | 0 | -7% | i | -7% | 9% | -1%
O=C(CN1CCN(c2ccccn2)CC1)NCc1cccs1 | 5% | 8 | -1% | 0 | -18% | i | -29% | -3% | -23%
Cc1cccn2c(=O)c(C=Nc3c(C)n(C)n(-c4ccccc4)c3=O)c(N3CCCC3)nc12 | 4% | 7 | -5% | 3 | -4% | i | -14% | 3% | -2%
CCOC(=O)N1CCN(C(=O)Cc2ccc(-n3c(=S)[nH]c4ccccc4c3=O)cc2)CC1 | -8% | 9 | 2% | 8 | -1% | i | -1% | 2% | 7%
CCn1nc(C(=O)N2CCc3ccccc3C2)c2ccccc2c1=O | 7% | 8 | -6% | 5 | -14% | i | -2% | 4% | 2%
CCC(C)(C)n1nnnc1CN1CCC(c2nc3ccc(C)cc3[nH]2)CC1 | 11% | 6 | -6% | 19 | 4% | i | 10% | 0% | x
CC(C)c1nc(SCC(=O)Nc2cccc(C(F)(F)F)c2)c2c(=O)n(C)c(=O)n(C)c2n1 | 8% | 10 | 2% | 8 | -13% | i | -13% | -1% | 12%
OCCCN1c2ccccc2Nc2nnc(-c3ccccc3)cc21 | 18% | 2 | -1% | 0 | 14% | i | 12% | -331% | x
CC(C)c1ccccc1NC(=O)c1ccco1 | 6% | 7 | -7% | 5 | 5% | i | -1% | 6% | 3%
CCCn1c(/N=C/c2cc(OC)ccc2O)nc2ccccc21 | -14% | 10 | -6% | 0 | -9% | i | -16% | 7% | x
COc1ccc(S(=O)(=O)NCCCCNS(=O)(=O)c2ccc(OC)cc2)cc1 | -1% | 0 | -3% | 10 | -5% | i | -1% | 8% | 0%
CCOC(=O)N1CCN(C(=O)C2CCCN(S(C)(=O)=O)C2)CC1 (stereo unspecified) | -11% | 0 | -2% | 23 | 4% | i | 3% | 10% | -20%
CN1C(=O)C(O)(CC(=O)c2ccc(F)cc2)c2cc(Br)ccc21 (stereo unspecified) | -42% | 10 | -2% | 7 | -24% | i | -43% | 10% | 14% | Spn PMK inh pilot replicates=1.0;Spn MK inh pilot replicates=0.0;Spn DPM-DC inh pilot screen %=0.5

Ordered by length of the SMILES (high to low): some entries from above
SMILES | HT1080 cytotoxicity | Spn MK inh | Bfl-1 inhibitors | Spn PMK inh | KRASV12 cytotoxicity | Spn DPM-DC inh | HPDE-C7 cytotoxicity | TNAP inhibition | LYP phosphatase | others
COc1ccc(C2C(C#N)=C(/N=C/N3CCN(C)CC3)OC3=C2C(=O)CC(C)(C)C3)cc1 (stereo unspecified) | -9% | 0 | -1% | 7 | -24% | i | -17% | 4% | 10%
Cc1cccn2c(=O)c(C=Nc3c(C)n(C)n(-c4ccccc4)c3=O)c(N3CCCC3)nc12 | 4% | 7 | -5% | 3 | -4% | i | -14% | 3% | -2%
COc1ccc(C2C(C#N)=C(SC)NC3=C2C(=O)CC(C)(C)C3)cc1 (stereo unspecified) | 2% | 4 | 0% | 3 | -2% | i | -11% | 10% | 3%

Next part:
SMILES | HT1080 cytotoxicity | Spn MK inh | Bfl-1 inhibitors | Spn PMK inh | KRASV12 cytotoxicity | Spn DPM-DC inh | HPDE-C7 cytotoxicity | TNAP inhibition | LYP phosphatase | others
Nc1ccc2nc(-c3ccc(Cl)cc3)[nH]c2c1 | x | 6 | -3% | 18 | 13% | x | 18% | 11% | 1%
COc1cccc(C=NCCNC(=O)c2nonc2N)c1O | -12% | 1 | -1% | 9 | -2% | i | 9% | 5% | 0%
O=C(c1ccc2c(c1)OCO2)N(c1ccccc1)C1C=CS(=O)(=O)C1 (stereo unspecified) | -3% | 12 | -1% | 10 | 1% | i | 10% | 11% | 21%
CCOC(=O)N1CCN(C(=O)c2cc(Cl)c(Cl)cc2C(=O)O)CC1 | 8% | 6 | 3% | 0 | -14% | i | -9% | 1% | -1%
COCc1c(Br)c(C)nc(OCC(=O)O)c1C#N | -6% | 5 | 1% | 3 | 9% | i | 5% | 2% | -1%
CCOc1ccc2nc(NC(=O)C(CCSC)NS(=O)(=O)c3cccs3)sc2c1 (stereo unspecified) | x | 6 | 1% | 15 | -10% | i | -17% | -4% | -1%
N#CC(C(=O)Nc1cccc(Cl)c1)=C1Nc2ccccc2N1 | x | 5 | 22% | 3 | x | i | x | 10% | -13%
CC(C)CCn1c(CN2CCN(Cc3ccccc3)CC2)nc2c1c(=O)n(C)c(=O)n2C | 31% | 5 | -7% | 12 | 6% | i | 6% | 17% | 9%
Cc1ccc(C(=O)Nc2ccccc2C(=O)NCc2ccco2)cc1S(=O)(=O)N1CCCCC1 | -3% | 4 | 0% | 7 | x | i | x | 8% | 2%
O=C(CCn1c(=O)oc2ccccc21)Nc1nccs1 | 3% | 0 | -2% | 20 | 7% | i | -6% | 4% | 13%
Cc1nc2cc(NC(=O)COc3ccc(C#N)cc3)ccc2n1-c1ccccc1 | -1% | 5 | 2% | 6 | -4% | i | -2% | 8% | x
c1ccc(-c2nc[nH]c2-c2ccccc2)cc1 | -5% | 12 | -2% | 15 | 6% | i | -9% | 10% | 6%
Cc1ccc(-c2nn3c(C)nnc3s2)cc1NCc1c(F)cccc1Cl | -7% | 6 | -4% | 6 | 21% | i | 6% | 9% | 10%
CC(=O)c1sc(NC(=O)c2ccccc2F)nc1C | -7% | 7 | -1% | 4 | 8% | i | -1% | 0% | 14%
NCC(O)COc1ccc2c(c1)OCO2 (stereo unspecified) | 1% | 7 | -4% | 7 | -2% | i | -4% | 10% | 7% | Spn PMK inh pilot replicates=2.0;Spn MK inh pilot replicates=8.0;Spn DPM-DC inh pilot screen %=1.5
COc1ccc(CNC(=O)c2ccc(NC(=O)C3CCCO3)cc2)cc1 (stereo unspecified) | 5% | 4 | -3% | 0 | -1% | i | -5% | 10% | -1%
CCOC(=O)CC1=NC(=O)CS1 | 19% | 10 | -9% | 0 | 23% | i | 5% | 11% | 19%
COC(=O)c1ccccc1NC(=O)c1cc(C2CC2)on1 | 4% | 5 | -4% | 0 | 1% | i | -7% | 13% | 12%
Cc1ccc2c(c1)nnn2C1CCN(CC(=O)NCCc2nc3ccccc3[nH]2)CC1 | 1% | 12 | 3% | 3 | -1% | i | -10% | 2% | x
C=CCN(CC(=O)NCC1CCCO1)C(=O)CCC(=O)Nc1cc(C)on1 (stereo unspecified) | 2% | 3 | -6% | 0 | -4% | i | -8% | 9% | 0%
